DT40 TDP1 no CPT = qHTS for Inhibitors of human tyrosyl-DNA phosphodiesterase 1 (TDP1): qHTS in cells in absence of CPT. DT40 Tdp1-/- hTDP1 cells, no CPT, ATP luminescence, 48 h. Potency, µM (top dose mostly 46.2 µM), inactives show at the highest dose activity change, negative = growth inhibition, most hits filed as inhibitors. 15% of 420,000 active; further: nearly all actives have a fitted effect of over 55% in size
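Growth kinetics read by CellTiter-Glo luminescence after ≥48 hr at 37 °C. Cells: DT40 Tdp1-/- stably carrying human TDP1, 400 per well, compound exposure in the absence of CPT (DMSO vehicle).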
GCN5L2 inh = qHTS Assay for Inhibitors of GCN5L2 | GCN5L2 HAT assay, ThioGlo1 CoA-SH fluorescence | 0.21% of 390,000 active | Histone acetyltransferase KAT2A (Homo sapiens), Q92830 | Potency, µM (series often up to 58.9 µM), inactives show top-dose activity change, negative = inhibition, actives largely listed as inhibitors | AID 504327, 2011
Target sequence (Q92830 whole entry, looked up): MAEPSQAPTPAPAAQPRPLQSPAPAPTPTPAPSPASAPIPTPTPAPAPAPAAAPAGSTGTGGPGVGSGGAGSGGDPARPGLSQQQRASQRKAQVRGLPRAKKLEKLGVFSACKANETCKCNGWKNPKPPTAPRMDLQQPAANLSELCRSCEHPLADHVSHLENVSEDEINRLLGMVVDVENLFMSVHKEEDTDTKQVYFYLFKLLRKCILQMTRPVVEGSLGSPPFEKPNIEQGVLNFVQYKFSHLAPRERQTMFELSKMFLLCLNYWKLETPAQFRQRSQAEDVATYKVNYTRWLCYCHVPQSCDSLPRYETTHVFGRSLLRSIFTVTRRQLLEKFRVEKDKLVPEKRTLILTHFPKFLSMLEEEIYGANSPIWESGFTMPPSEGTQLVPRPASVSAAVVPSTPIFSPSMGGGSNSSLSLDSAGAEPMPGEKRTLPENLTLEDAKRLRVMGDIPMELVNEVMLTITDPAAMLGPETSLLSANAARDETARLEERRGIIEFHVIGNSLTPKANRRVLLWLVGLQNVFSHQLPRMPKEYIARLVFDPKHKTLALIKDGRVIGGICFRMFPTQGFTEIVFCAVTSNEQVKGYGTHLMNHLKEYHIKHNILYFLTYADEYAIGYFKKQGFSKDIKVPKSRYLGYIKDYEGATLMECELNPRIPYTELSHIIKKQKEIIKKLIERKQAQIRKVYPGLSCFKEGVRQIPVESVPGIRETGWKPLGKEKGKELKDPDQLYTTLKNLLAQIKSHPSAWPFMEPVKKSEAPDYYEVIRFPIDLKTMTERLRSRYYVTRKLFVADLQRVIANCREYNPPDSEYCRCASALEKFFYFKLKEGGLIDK
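Fluorescence readout, Ex340nm/Em540nm: ThioGlo1 (50uM final) reacts with free CoA thiol released as 20nM GCN5L2 acetylates H3(1-25) peptide (75uM) using acetyl-CoA (70uM). Compound and enzyme sat 15 min beforehand; 20 min room-temperature reaction.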
TDP1 inh = qHTS Assay for Inhibitors of Tyrosyl-DNA Phosphodiesterase (TDP1); 0.28% of 350,000 active; Potency, µM (series often up to 130 µM), inactives show at the top dose activity change, negative = inhibition, actives largely listed as inhibitors; recombinant TDP1, AlphaScreen DNA substrate cleavage; Tyrosyl-DNA phosphodiesterase 1 (Homo sapiens), Q9NUW8; further: nearly all actives have a fitted effect of over 40% in size
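Compounds were preincubated with Tdp1 (1 nM final) for 15 min at room temperature before substrate (15 nM final) started a 5 min reaction; beads (10 ug/ml final) were then added for 10 min before AlphaScreen detection.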
* hit, by the source's call; u = inconclusive; x = no result given; [ ] = dose if it differs, or a comment. The call rests on the fitted dose curve; in most records, active means well fitted curve in the direction sought with a large enough effect; inconclusive means small, poorly fitted or top-dose-only effect, or another doubt; inactive means no such curve, though single readings can be large; an effect the other way counts as inactive or inconclusive. On the % scale 0 is the no-effect control and ±100 the full control effect; potency means the concentration at half of the fitted maximal effect.

SMILES	DT40 TDP1 no CPT	GCN5L2 inh	TDP1 inh
CCC1CCCCN1C(=O)Cn1c(=O)cc(C(F)(F)F)c2c(C)nn(C)c21 (stereo unspecified)	u	-10%	3%
Cc1ccccc1-n1c(SCC(=O)Nc2ccc(Cl)cc2F)nnc1-c1cc2occc2n1C	u	-6%	7%
Cc1cccc(NC(=O)[C@H](Cc2ccccc2)NC(=O)OCc2ccccc2)c1	u	-7%	-3%
Cc1ccc2nc(-c3ccncc3)cc(C(=O)Nc3ccc4c(c3)OCCO4)c2c1	10µM*	-4%	-8%
CC1CCCC(C)N1CCCNC(=O)c1nn(C)c2c1CSc1ccccc1-2 (stereo unspecified)	0%	-2%	3%
COc1ccc(C2=C(N)c3ccccc3C2=O)cc1	u	0%	-7%
COCCn1c(=O)[nH]c2cc(C(=O)NC3CCCCCC3)ccc2c1=O	-10%	-2%	-2%
COc1cccc(OCCSc2nc3ccccc3n2CC(=O)N2CCCCC2)c1	u	-1%	14%
COc1ccc(C2C(=O)N(C3CCCCC3)CC(=O)N2CCc2ccccc2)cc1OC (stereo unspecified)	-28%	-10%	5%
COc1ccc(CN(CC(=O)NCc2ccccc2)C(=O)CCC(=O)Nc2ccccn2)cc1	u	0%	-1%
Cc1c(C=O)c2ccccc2n1CC(=O)NC(C)c1ccccc1 (stereo unspecified)	23µM*	-21%	3%
CCCn1c(=O)[nH]c(=O)c2c1nc(-c1ccc(OC(F)(F)C(F)C(F)(F)F)cc1)n2CCOC (stereo unspecified)	16µM*	-24%	3%
Cc1ccc(NC(=O)c2cc(-c3cccs3)nc3ccccc23)c(C)c1	u	1%	x
CSCC[C@H](NC(=O)[C@H](Cc1ccccc1)NC(=O)[C@H](Cc1cnc[nH]1)NC(=O)CNC(=O)[C@@H](NC(=O)[C@H](C)NC(=O)[C@H](Cc1c[nH]c2ccccc12)NC(=O)[C@H](CC(C)C)NC(=O)[C@H](CC(N)=O)NC(=O)CN)[C@@H](C)O)C(N)=O	x	0%	28%
Cc1cccc(C)c1NC(=O)CC1SC2=NCCN2C1=O (stereo unspecified)	u	4%	3%

As a short view, four of the compounds above:
SMILES	DT40 TDP1 no CPT	GCN5L2 inh	TDP1 inh
CCC1CCCCN1C(=O)Cn1c(=O)cc(C(F)(F)F)c2c(C)nn(C)c21 (stereo unspecified)	u	-10%	3%
Cc1ccccc1-n1c(SCC(=O)Nc2ccc(Cl)cc2F)nnc1-c1cc2occc2n1C	u	-6%	7%
Cc1cccc(NC(=O)[C@H](Cc2ccccc2)NC(=O)OCc2ccccc2)c1	u	-7%	-3%
Cc1ccc2nc(-c3ccncc3)cc(C(=O)Nc3ccc4c(c3)OCCO4)c2c1	10µM*	-4%	-8%

Continued:
SMILES	DT40 TDP1 no CPT	GCN5L2 inh	TDP1 inh
CC1CCCN(c2ccc([N+](=O)[O-])s2)C1 (stereo unspecified)	7%	u	4%
CCC1(c2ccc(F)cc2)NC(=O)N(CC(=O)Nc2ccc(-c3nc4ccc(C)cc4s3)cc2)C1=O (stereo unspecified)	6.5µM*	2%	5%
O=C(c1cc2ccc3cccnc3c2[nH]1)N1CCN(c2ccccc2)CC1	-29%	-19%	7%
CCOc1cc(/C=C\c2nc(O)c([N+](=O)[O-])c(=O)[nH]2)ccc1OC(C)C	0%	-12%	x
C/C(CCc1ccc2c(c1)OCO2)=N\N=C(/N)SC1CC(=O)N(c2ccccc2F)C1=O (stereo unspecified)	u	-15%	-1%
COc1ccc(CSc2nc(N3CCOCC3)c3c(c2C#N)CC(C)(C)OC3)cc1	u	-10%	-9%[56.1 µM]
COc1cccc(NC(=S)NNC(=O)C(C)n2nc(C)c([N+](=O)[O-])c2C)c1 (stereo unspecified)	0%	-3%	8%
COc1ccc(CCC(=O)NCCOc2ccc(Cl)cc2)cc1	-13%	-12%	x
C=CCNC(=O)C(=O)c1c(-c2ccccc2)[nH]c2ccccc12	-23%	-3%	1%
O=C(CSc1nnc(Cn2c(=O)sc3ccccc32)n1CCc1ccccc1)N1CCCC1	-24%	-1%	0%
Cc1cccc(-c2nnc(SCC#N)n2C)c1	-21%	0%	3%
CC1Sc2ccc(C(=O)Nc3ccccc3OC(F)F)cc2NC1=O (stereo unspecified)	u	u	x
Cc1cc(S(=O)(=O)Nc2nc(CN3CCOCC3)nc3sc4c(c23)CCC4)ccc1F	26µM*	0%	1%
Cn1c(SCC(=O)NNC(=O)Cc2ccccc2)nnc1-c1ccccc1	-9%	26%	-1%
CCc1ccc(CNC(=O)CSCc2cnn(-c3ccccc3)c2-n2cccc2)cc1	u	-7%	-8%
COc1ccc(CCC(=O)Nc2ccc(C)c(S(=O)(=O)N(C)C)c2)cc1OC	16µM*	-1%	8%
O=C(CCCSc1nnc(-c2cccs2)n1CC1CCCO1)c1ccccc1 (stereo unspecified)	u	-14%	2%
Cc1ccc(-c2nc(S(=O)(=O)c3ccc(C)cc3)c(SCC(=O)NC3CCCCC3)o2)cc1	0%	-6%	-6%
Cc1cc(C)c2c(N)c(C(=O)c3ccc(Cl)c(Cl)c3)sc2n1	u	-3%	0%
CCOc1ccc(C2CC(=O)c3c([nH]c(C(=O)OC4CCC(C)CC4)c3C)C2)cc1 (stereo unspecified)	-9%	-3%	0%
CC1=C(C(=O)OC2CCCC2)C(c2ccccc2Cl)CC(=O)N1 (stereo unspecified)	13µM*	-3%	0%[12.3 µM]
Cc1ccc2nc(NCC(N)=O)nc(-c3ccccc3)c2c1	-29%	-8%	6%
CCc1cc(C(=O)N=Nc2c(O)[nH]c3c(Br)cc(Br)cc23)c2ccccc2n1	u	-3%	3%
COc1cccc(/C=C2\SC(=O)N(CCC(=O)NNC(=O)c3cccc(Cl)c3)C2=O)c1	-24%	42%[activator]	3%
COc1cc(/C=N/NC(=O)CCC(=O)Nc2ccc(Br)cc2)ccc1O	-17%	-1%	x
CCOc1ccc(CCNC(=O)Cn2c(-c3cccs3)cc3ccccc32)cc1	u	-1%	4%
O=C(NN1C(=O)C2C3C=CC(C3)C2C1=O)c1ccco1 (stereo unspecified)	-3%	2%	0%
COc1ccccc1CN1CCCCCC1	18µM*	-3%	x
O=C(Nc1cccc(-c2nc3ccccc3o2)c1)c1cc([N+](=O)[O-])ccc1N1CCOCC1	8.2µM*	-5%	1%
O=C(NCCN1CCOCC1)C1CCN(c2ncnc3c2sc2cccc(F)c23)CC1	21µM*	-5%	-3%
Cc1ccccc1C(=O)Nc1nnc(S(=O)(=O)N(C)Cc2ccccc2)s1	-12%	-6%	-4%
CCOC(=O)c1c(C)[n+]([O-])c2ccc3c(non3O)c12	2%	-6%	-1%
N#CC1=C(c2ccc(-c3ccccc3)cc2)COC1=O	-29%	-13%	6%
O=C(Nc1nnc(-c2ccco2)s1)C1CC1	-3%	-1%	-2%
COc1cccc(C2CC(c3cccs3)=NN2C(=S)Nc2ccccc2)c1OC (stereo unspecified)	u	2%	9%
CC(NC(=O)C1CCCN(S(=O)(=O)N2CCOCC2)C1)c1ccccc1 (stereo unspecified)	28%	0%	2%
CCc1ccc(/C(C)=N/NC(=O)c2c[nH]c3ccccc23)s1	-20%	-8%	2%
Nc1cc(=O)nc(SCC(=O)Nc2ccc(F)cc2)n1-c1cccc(Cl)c1	-13%	-6%	7%
COc1ccc(Cn2ccnc2SCC(=O)Nc2cc(C(F)(F)F)ccc2Cl)cc1	-15%	-2%	8%
Cc1ccccc1CSCC(=O)NCCSc1ccccn1	1%	-3%	1%
COc1ccc(CNC(=O)CC2C(=O)NCCN2CC(C)(C)C)c(OC)c1 (stereo unspecified)	-1%	-22%	0%
Cc1ccc(C)c(NC(=O)COC(=O)CCNC(=O)c2ccco2)c1	7%	3%	1%
CCc1ccc2nc(SCC(=O)Nc3ccccc3N3CCOCC3)c(C#N)cc2c1	4.1µM*	-16%	x
COc1ccc(-c2noc(CSc3nc(-c4ccccc4)cc(=O)[nH]3)n2)cc1OC	-15%	-18%	-7%
Cc1ccc(NC(=O)c2c(C)nc3sc(C(=O)Nc4ccc(F)cc4)c(N)c3c2-c2ccc(Cl)cc2)c(C)c1	-12%	-12%	6%

By substructure, the compounds so far containing a nitro group on carbon.
SMILES	DT40 TDP1 no CPT	GCN5L2 inh	TDP1 inh
CC1CCCN(c2ccc([N+](=O)[O-])s2)C1 (stereo unspecified)	7%	u	4%
CCOc1cc(/C=C\c2nc(O)c([N+](=O)[O-])c(=O)[nH]2)ccc1OC(C)C	0%	-12%	x
COc1cccc(NC(=S)NNC(=O)C(C)n2nc(C)c([N+](=O)[O-])c2C)c1 (stereo unspecified)	0%	-3%	8%
O=C(Nc1cccc(-c2nc3ccccc3o2)c1)c1cc([N+](=O)[O-])ccc1N1CCOCC1	8.2µM*	-5%	1%

Carrying on:
SMILES	DT40 TDP1 no CPT	GCN5L2 inh	TDP1 inh
COc1ccc(N2CCN(C(=O)COC(=O)c3ccc(OC(F)F)cc3)CC2)cc1	11%	-1%	1%
CCOCc1c(C(=O)N2CCN(CC(=O)Nc3ccc(F)cc3)CC2)oc2ccccc12	-26%	-10%	1%
C=CCN=Cc1c(C)[nH]n(-c2ccccc2)c1=O	5%	-3%	3%
N#Cc1ccccc1NC(=O)c1cc(=O)c2ccccc2o1	u	-25%	5%
CCC(=O)NCCc1nc2cc(NC(=O)c3ccccc3OC)ccc2n1C	-6%	-6%	2%
CCCCCC(=O)NNC(=O)Cc1ccc([N+](=O)[O-])cc1	3%	-9%	0%
Cc1ccc(NC(=O)c2cc3c(=O)oc4ccccc4c3s2)nc1	-19%	1%	-8%
COc1ccc(C(=O)N/N=C/c2sc(=O)n(Cc3cccc(C(=O)O)c3)c2Cl)cc1	12%	u	5%
COc1ccccc1NS(=O)(=O)c1cccc(C(=O)OCc2nc3ccccc3s2)c1	-28%	-11%	3%
COc1cccc(CN2CCN(CC(=O)Nc3ccccc3Cl)CC2)c1	16µM*	0%	5%
CN(C(=O)c1ccccc1C(=O)OCC(=O)c1ccccc1)c1ccccc1	-21%	3%	0%
Cc1ccc2nc(N(CCCN(C)C)C(=O)CN3C(=O)c4ccccc4C3=O)sc2c1	-3%	-2%	11%
N#Cc1ccc(C(=O)N2CCN(C(=O)C3CCCO3)CC2)cc1 (stereo unspecified)	14%	-30%	0%[56.1 µM]
Cc1cc(C)c2c(N=NN3CCOCC3)[nH]nc2n1	-15%	-7%	5%
Cc1c(-n2cc(C(=O)O)c(=O)c3cc(F)c(N4CCCC(O)C4)c(F)c32)c(=O)n(-c2ccccc2)n1C (stereo unspecified)	-4%	-11%	5%
CCC(=Nc1ccccc1)C1=C(O)CC(C)(C)CC1=O	x	-5%	-5%
CC1CCN(CCCNC(=O)c2ccc(Cn3c(=S)[nH]c4ccc(Br)cc4c3=O)cc2)CC1	x	0%	5%
CN(CCOc1ccccc1)C(=O)c1cc(COc2c(F)cccc2F)on1	-25%	-7%	0%
NS(=O)(=O)c1ccc(N=C2C(=O)Nc3ccccc32)cc1	-18%	-5%	-6%
COc1cc2c(cc1OC)/C(=C/c1ccc(Br)cc1)C(=O)OC2	18µM*	-3%	3%
O=C(NCCCN1CCCC1=O)c1cc(S(=O)(=O)N2CCOCC2)c(Cl)cc1Cl	-15%	-5%	-18%
CC1=C(C(=O)Nc2ccccn2)C(c2cccnc2)n2nnnc2N1 (stereo unspecified)	2%	-4%	3%
CC(C)(C)OC(=O)N1CCc2nc(N3CCN(c4ncccn4)CC3)ncc2C1	-26%	-7%	8%

Screening results from PubChem.

A portion of the library, so the mix of outcomes need not match the whole.
